miR-122 sensor – miR-122 inhibition in Huh7 cells; AID 602342; activation (reporter increase), % at 12.5 µM; Huh7 miR-122 Renilla luciferase sensor, 48 h; neutral wells = 0, positive control = 100; 340,000 tested, 0.3% active;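 active means mean replicate activation score at least 90 and every replicate individually at or above 90; inconclusive means only one of the two criteria met; inactive means neither criterion met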;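 further: higher luciferase means less miR-122 activity so hits act as miR-122 inhibitors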
PAX8 reporter – PAX8 transcriptional activity inhibition; RMG-I TPO-luciferase reporter, SteadyGlo, 24 h; inhibition, % at 12.6 µM; 360,000 tested, 1.2% active; AID 652154;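 active means mean replicate inhibition at least 60% with every replicate also reaching 60%; inconclusive means only one of the two criteria is met; inactive means mean below 60% and not all replicates reaching 60%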;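 further: luciferase light reporting Pax8 driven TPO promoter activity; plate controls were median of neutral control wells for no effect and mitoxantrone controls for full effect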
LGR2 antag – inhibitors of bursicon-induced Drosophila LGR2 receptor cAMP signaling; inhibition, % at 9.99 µM; 380,000 tested, 0.35% active; HEK293 LGR2, CRE-luciferase, bursicon-stimulated, 4 h; AID 720647;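 active means drop in luminescence signal, shown as inhibition above about 50% in the replicate tests, limit read from the data, passing the limit was not always enough; inconclusive means probably only some replicates passing the limit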;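 further: agonist challenge used bursicon conditioned medium at about half maximal strength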
EWS-Fli inh – EWS/Fli transcriptional activity inhibition | A673 NR0B1-luciferase reporter, viability-normalised | inhibition, % at 12.6 µM | 350,000 tested, 0.67% active | AID 651661;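 active means mean inhibition of at least 50% after viability correction, with every replicate also passing that limit; inconclusive means mean reaches 50% but only one of two replicates passes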;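 further: firefly luciferase signal divided by Alamar Blue viability fluorescence both relative to DMSO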
Casp6 inh – inhibitors of human caspase-6; P55212; purified caspase-6, Z-VEID-R110 cleavage fluorescence; inhibition, % at 12.5 µM; 350,000 tested, 0.53% active;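 active means mean inhibition across replicates at least about 35%, with every replicate also reaching that limit, limit read from the data; inconclusive means only one of the two criteria met; inactive means neither criterion met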;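 further: 0% = median of neutral control wells and 100% = no fluorescence left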
Target sequence (P55212 24-179 limits assumed): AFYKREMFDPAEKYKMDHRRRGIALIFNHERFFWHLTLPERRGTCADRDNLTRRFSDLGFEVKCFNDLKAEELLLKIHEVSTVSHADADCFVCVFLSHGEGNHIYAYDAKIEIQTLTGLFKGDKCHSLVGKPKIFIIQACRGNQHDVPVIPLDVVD
Target sequence (P55212 194-293 limits assumed): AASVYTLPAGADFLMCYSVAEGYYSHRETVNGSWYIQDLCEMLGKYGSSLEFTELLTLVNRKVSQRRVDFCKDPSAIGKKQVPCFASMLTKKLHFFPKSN
FN deposition inh – fibronectin deposition inhibition. AH1F fibroblasts, Alexa488-fibronectin deposition fluorescence, overnight. inhibition, % at 12.6 µM. 350,000 tested, 0.086% active;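 active means mean inhibition across replicates of 30% or more, regardless of how many single replicates reach that level; inconclusive means mean under 30% yet at least half of replicates reach 30%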;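 further: positive control wells lacked labelled fibronectin entirely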
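Assay system: AH1F fibroblasts assembling fluorescent fibronectin matrix; Amount: 10000 AH1F cells per well; Buffer or medium: DMEM, 2% serum; Probe or stimulus: Alexa488-fibronectin, 24 nM final in well; Doses: single compound dose, delivered by pin transfer; Incubation: 1 h adhesion, overnight exposure; Measured by: fluorescence 485/525 nm; Read-out: fibronectin deposition inhibition.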
Cneo AK release – Cryptococcus neoformans lysis via adenylate kinase release. C. neoformans lysis, adenylate kinase release luminescence, 4 h; normalised: neutral wells 0, clomiphene wells 100. lysis activity, % at 15 µM. 360,000 tested, 0.2% active;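 active means mean lysis activity across replicates of at least 80%, whatever share of replicates individually reach that level; inactive means mean lysis activity below 80%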
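Assay system: C. neoformans cells. Amount: yeast cell density of 5 × 10^6 cells/mL. Technique: AK luminescence. Buffer or medium: YPD. Times: static 4 h at 37 °C with compound, 1 h detection. Dosing: single-point compound dose. Read-out: lysis from increased AK signal.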
PGC1a acetyl inh – PGC1a acetylation modulation, inhibitor mode; U2OS PGC1a acetylation, AlphaScreen anti-acetyl-lysine; with virally co-expressed GCN5 acetyltransferase; inhibition, % at 15.6 µM; 350,000 tested, 0.17% active;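 active means every replicate shows inhibition of at least 40%; inconclusive means mean inhibition at least 40% but some replicate below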;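 further: 0% = neutral control wells and 100% = positive control wells; some results beyond the cut were filed as inactive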
* marks the source's active call; other numbers are inactive results; ? = inconclusive; nt = not tested or not shown; [ ] = dose if it differs, or a comment.

SMILES	miR-122 sensor	PAX8 reporter	LGR2 antag	EWS-Fli inh	Casp6 inh	FN deposition inh	Cneo AK release	PGC1a acetyl inh
C=CCN1CN(S(=O)(=O)c2ccc(OC)cc2)c2nc3ccccc3nc21	8	-2	-22	7	-1	-10	-2	10
Cc1c(NS(=O)(=O)c2cc(NC(=O)CCN3CCCC(C)C3)ccc2Cl)c(=O)n(-c2ccccc2)n1C (stereo unspecified)	1	0	-17	-2	1	3	-1	4
CCOC(=O)c1c(C)[nH]c(C)c1S(=O)(=O)N(C)CC(=O)Nc1ccccc1	6	9	6	5	4	2	0	4
CCOc1cc2[nH]c(=S)n(C3CC3)c(=O)c2cc1OCC	nt	9	0	16	3	nt	nt	-4
Cn1cccc1CN1CCC[C@]2(N[C@H](c3ccccc3)[C@@H]3C(=O)N(Cc4ccccc4)C(=O)[C@@H]32)C1=O	4	0	-12	0	7	1	-1	-27
C[C@H]1CN([C@@H](C)CO)C(=O)Cc2cc(NC(=O)C3CCCCC3)ccc2O[C@@H]1CN(C)C(=O)Nc1cccc2ccccc12	2[16.7 µM]	nt	-32	4	nt	-2	0	5
COc1ccc(-c2cc3nc(C)cc(-c4ccc(OC)cc4)n3n2)cc1	nt	-1	-4	10	7	6	-1	nt
O=C(N/N=C/c1c(O)ccc2ccccc12)Nc1ccccc1	nt	-33	-16	4	-5	11	nt	nt
NC(=O)COC(=O)[C@H](Cc1ccccc1)NS(=O)(=O)c1ccc2c(c1)OCCO2	1	-3	-12	-3	1	-1	2	-10
O=C(NCCc1ccccc1)C(=O)NC1CCCCC1	2	nt	19	-23	-1	nt	3	4
O=C(O)CCC(=O)NNC(=O)CCCOc1ccc(Cl)cc1Cl	-3	nt	18	nt	nt	nt	9	-5
Cc1[nH]c2ccccc2c1SCC(=O)Nc1nccs1	nt	-66	-3	-82	-1	-10	nt	-3
CN1C(=O)c2cc(NC(=O)C3CCOCC3)ccc2OC[C@@H]2O[C@H](CC(=O)NC3CCCC3)CC[C@H]21	-6[16.7 µM]	-2	9	-2	0	20	-5	-1
CC(=O)N1CCN(C(=O)c2ccc(NS(=O)(=O)c3ccc4[nH]c(=O)[nH]c4c3)cc2)CC1	nt	1	-1	-1	1	-5	nt	nt
O=C(Nc1cccc(Cl)c1)N[C@@H]1CC[C@H](CCn2cc(Cc3ccccc3)nn2)O[C@H]1CO	1[16.7 µM]	-1	-6	-3	0	-2	-2	1
COc1cc(C(=O)N2CCN(C(=O)c3ccco3)CC2)c([N+](=O)[O-])cc1OC	nt	6	7	0	3	-8	nt	2
OCCN1CCOCCN(CCO)CCOCC1	-3	nt	4	nt	nt	nt	8	0
O=C(N/N=C/c1cccnc1)c1ccco1	-5	6	-2	-18	4	-21	-5	nt
COC(=O)c1ccc(C(=O)OC)c(NC2=NS(=O)(=O)c3ccccc32)c1	-2	nt	1	nt	0	nt	0	1
NC(=O)NC(=O)COC(=O)CN1C(=O)C2CCCCC2C1=O (stereo unspecified)	4	32	-9	-10	-1	3	0	-9
Fc1ccc(CN2CC[C@H]3C=CCc4cccc(c43)C2)cc1	-1	-9	-11	3	-3	3	5	-16
COc1cccc(-c2cnc3c(c2)C(=O)N([C@H](C)CO)C[C@H](C)[C@H](CN(C)S(=O)(=O)c2cccs2)O3)c1	-6[16.7 µM]	nt	-31	2	0	2	4	-11
CCC1CCCCN1CCN1C(=O)C2C(C(=O)Nc3ccc(OC)cc3)C3C=CC2(O3)C1C(=O)NC1CCCCC1 (stereo unspecified)	-13	13	-1	16	-2	4	0	-4
Cc1noc(C)c1NC(=O)N(C)C[C@H]1Oc2ccc(NC(=O)C3CCCCC3)cc2C(=O)N([C@@H](C)CO)C[C@H]1C	-4[16.7 µM]	nt	14	-2	-1	nt	4	-5
O=C(Cc1ccccc1)Nc1ccc2oc(=O)ccc2c1	0	-22	nt	-8	0	0	12	-3
COc1cc(/C=N/NC(=O)C2(O)c3ccccc3-c3ccccc32)ccc1O	-2	36	-2	23	-1	-2	3	-5
CCCCn1nc(C(=O)Nc2ccc(-n3cnnn3)cc2)c2ccccc2c1=O	-1	-1	0	2	1	2	0	1
OC[C@@H]1Nc2ccc(-c3ccc(F)cc3)cc2[C@@H]2[C@H]1CCN2Cc1ccc(F)cc1	-3[16.7 µM]	5	-22	-2	nt	-6	-12	0
Cc1nnc(SCC(=O)NC2CCS(=O)(=O)C2)n1-c1ccccc1 (stereo unspecified)	-5	-8	35	13	2	9	1	-2
C[C@@H]1CN([C@H](C)CO)C(=O)c2cc(-c3cccc(F)c3)cnc2O[C@@H]1CN(C)S(=O)(=O)c1cccc(F)c1	-1[16.7 µM]	nt	-23	-7	-1	-8	-1	8

Whole records as entered above. Screens in order: miR-122 sensor, PAX8 reporter, LGR2 antag, EWS-Fli inh, Casp6 inh, FN deposition inh, Cneo AK release, PGC1a acetyl inh
CCCCn1nc(C(=O)Nc2ccc(-n3cnnn3)cc2)c2ccccc2c1=O reads -1, -1, 0, 2, 1, 2, 0, 1
COc1cc(C(=O)N2CCN(C(=O)c3ccco3)CC2)c([N+](=O)[O-])cc1OC reads nt, 6, 7, 0, 3, -8, nt, 2
O=C(N/N=C/c1cccnc1)c1ccco1 reads -5, 6, -2, -18, 4, -21, -5, nt

New compounds follow
SMILES	miR-122 sensor	PAX8 reporter	LGR2 antag	EWS-Fli inh	Casp6 inh	FN deposition inh	Cneo AK release	PGC1a acetyl inh
C[C@H]1CCCCO[C@H](CN(C)C(=O)c2ccncc2)[C@@H](C)CN([C@@H](C)CO)C(=O)c2cc(NS(=O)(=O)c3ccc(Cl)cc3)ccc2O1	0[16.7 µM]	-8	-20	-1	-2	10	1	11
CNC[C@@H]1Oc2c(NS(=O)(=O)c3ccc(Cl)cc3)cccc2C(=O)N([C@@H](C)CO)C[C@@H]1C	-6[16.7 µM]	-4	-7	-9	2	0	2	4
CCc1nc2ccc(C(=O)N3CCCC(C(N)=O)C3)cn2c1N(CCC(C)C)CCN(C)C (stereo unspecified)	-2	-4	-25	-4	-3	-5	0	-2
COc1cc(S(=O)(=O)Nc2ccc(C)cc2)ccc1N=Cc1c(C)[nH]n(-c2ccccc2)c1=O	nt	30	-6	-1	2	3	nt	nt
CCOC(=O)C1=C(COC(=O)/C=C/c2ccccc2F)NC(=O)NC1C (stereo unspecified)	-9	nt	-34	2	2	-2	0	-10
O=C(C[C@@H]1CC[C@H]2[C@@H](COC[C@@H](O)CN2S(=O)(=O)c2ccc(Cl)cc2)O1)NCC1CCCCC1	2[16.7 µM]	-13	5	10	-1	-7	43	-2
NCCSc1c(-c2ccccc2)[nH]c2ccccc12	nt	21	2	3	-6	2	2	nt
Nc1ccc2c(c1)C(=NO)c1cc([N+](=O)[O-])ccc1-2	nt	-76	12	-51	1	-12	-7	13
Cc1ccc(NC(=S)NNC(=O)Cn2nc(C(F)F)cc2C(F)F)cc1	nt	-4	-4	3	3	4	nt	nt
COc1ccccc1NC(=O)C(C)N(C)CCOc1ccccc1 (stereo unspecified)	-2	2	36	-1	-1	-5	-1	nt
COc1ccc(N2CCN(C3CCCN(C(=O)CN4CCCCC4=O)C3)CC2)cc1 (stereo unspecified)	-2	-2	3	nt	0	11	-1	6
COC(=O)CCCC(=O)Nc1c(F)c(F)c(F)c(F)c1F	1	nt	nt	nt	nt	2	1	3
Cc1cc(NC(=O)CC(C)C)c(=O)n(Cc2ccccc2F)c1	-4	2	nt	-2	5	-2	-4	2
Fc1ccc(F)c(CNc2ncnc3cc(Cl)ccc23)c1	10	43	-12	17	1	4	0	-40
CCOC(=O)c1c(NC(=O)c2ccc(S(=O)(=O)N3CCOCC3)cc2)sc2c1CCN(C)C2	3	nt	1	2	-3	nt	1	-34
Cc1ccc(S(=O)(=O)/N=C(/Nc2ccc(F)cc2F)c2ccccc2)cc1	-3	2	-22	8	5	-4	2	-1
O=C(CSc1ccsc1[N+](=O)[O-])NCCc1ccccc1	2	nt	nt	nt	nt	10	2	-5
CCCCNc1nnc(SCC(=O)N2CCN(S(=O)(=O)c3ccc4ccccc4c3)CC2)s1	-16	23	nt	nt	nt	-3	-3	-1
CC(=O)c1sc(-c2ccccc2)cc1N	-1	-8	-23	1	-2	4	-1	2
COC(=O)C(C)N(C(=O)c1ccc(Cl)cc1)c1c(C)cccc1C (stereo unspecified)	-1	nt	8	nt	4	nt	1	-16
O=C(O)C[C@@H]1C[C@H]2c3cc(NC(=O)Nc4ccccc4F)ccc3O[C@H]2[C@H](CO)O1	-1[16.7 µM]	2	-7	-4	4	nt	-1	6
COc1ccc(CC2(CO)CCN(Cc3cccc4nccnc34)CC2)cc1	-6	-10	?	3	-1	7	-3	-6
COCC#Cc1ccc([C@H]2[C@@H](CO)N3CCCCN(Cc4ccncc4)C[C@H]23)cc1	7[16.7 µM]	15	-2	-2	2	nt	4	4
Cc1ccc(CCNC(=O)CCn2ccc3cc(S(=O)(=O)N4CCCC4)ccc32)cc1	14	17	-3	3	-1	0	0	-10
O=C(Nc1ccc2c(c1)[C@H]1C[C@H](CC(=O)N3CCc4ccccc4C3)O[C@H](CO)[C@H]1O2)NC1CCCC1	-4[16.7 µM]	24	-13	2	0	nt	1	-14
Cc1ccc(-c2ccc3c(c2)O[C@@H](CN(C)C(=O)CC2CC2)[C@H](C)CN([C@H](C)CO)S3(=O)=O)cc1	-8[16.7 µM]	17	20	11	2	-6	2	3
CCCCC(=O)Nc1ccc(C(=O)NNC(=O)c2ccc(C)c(Br)c2)cc1	2	14	0	nt	nt	0	1	3
N#CC1=C(N)C(C#N)(C#N)C(c2cccnc2)C2COCC=C12 (stereo unspecified)	-4	7	nt	nt	nt	3	-1	4
Cc1nc2nc(COc3ccccc3)nn2c(C)c1Cl	-2	nt	-13	nt	nt	nt	-2	2
CCCCCCCCCCC[C@@H](C[C@@H]1OC(=O)[C@H]1CCCCCC)OC(=O)[C@H](CC(C)C)NC=O	1	-8	-4	6	-1	4	2	-8
Cc1cccc(N2CCN(C(=O)n3ccnc3)CC2)c1C	-4	22	nt	nt	nt	-8	-2	-20
COC(=O)c1cc(C(=O)OCC(=O)NC2CCS(=O)(=O)C2)cc([N+](=O)[O-])c1 (stereo unspecified)	nt	15	nt	-4	-3	7	nt	nt
CN1C(=O)c2cc(NC(=O)c3cccs3)ccc2OC[C@H]2O[C@@H](CC(=O)NCC(F)(F)F)CC[C@@H]21	-8[16.7 µM]	4	11	-11	0	1	0	0
COc1ccc(C2c3ccc(O)cc3Oc3ncn(CCCO)c(=N)c32)cc1OC (stereo unspecified)	-5	-16	0	27	2	13	-4	-9
COc1ccc(Cc2nc3ccc(C(=O)NCc4cccc(C)n4)cc3o2)cc1OC	-8	-20	-6	-14	9	-5	-2	nt
COCC(=O)Nc1ccc2c(c1)[C@H]1C[C@H](CC(=O)NCc3cccc(F)c3)O[C@H](CO)[C@H]1O2	8[16.7 µM]	9	5	-7	1	-12	-5	3
O=C(C[C@H]1C[C@@H]2c3cc(NS(=O)(=O)c4ccc(F)cc4)ccc3O[C@@H]2[C@H](CO)O1)NCc1cccc(F)c1	0[16.7 µM]	3	0	-1	-6	-5	-4	-1

Compounds were not picked by outcome. About 2.5% of those tested had a hit in this group.
